ABCB1 block: inhibitors of human ABCB1 transporter, ABCG2 counter-screen; P08183; inhibition, % at 6.6 µM; CCRF-Adr cells, JC-1 efflux, flow cytometry; actives 0.067% (n = 190,000); in the data active = inhibition above about 40%;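 also: 0% = vehicle and 100% = reference inhibitor; higher value means more JC-1 retained so stronger ABCB1 efflux block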
Bim-Bfl-1: human Bim-Bfl-1 interaction inhibition. Bead-based flow cytometry, Bim-Bfl-1 binding inhibition. inhibition, % at 10 µM. actives 0.12% (n = 190,000);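 also: 0% = wells without compound plus tracer and 100% = blocker peptide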
Bcl-B Bim block: disrupts Bim peptide binding to human Bcl-B | bead-based flow cytometry | inhibition, % at 10 µM | actives 0.073% (n = 190,000) | AID 951;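 also: 0% = tracer peptide without compound and 100% = reference inhibitor peptide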
Target sequence (Q9HD36 whole entry, looked up): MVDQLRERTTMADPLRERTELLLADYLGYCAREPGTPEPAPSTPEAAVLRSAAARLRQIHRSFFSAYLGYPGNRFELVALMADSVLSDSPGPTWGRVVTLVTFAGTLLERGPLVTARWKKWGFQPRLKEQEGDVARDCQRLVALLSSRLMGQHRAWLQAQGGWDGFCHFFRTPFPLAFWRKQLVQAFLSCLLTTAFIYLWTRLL
Bim-Bcl-XL: inhibitors of Bim-Bcl-XL interaction, human. Q07817. Bim peptide-Bcl-XL binding, bead flow cytometry, fluorescence. inhibition, % at 10 µM. actives 0.04% (n = 190,000). AID 1007
RGS8-Gao reg: modulates binding of RGS8 to human Galphao | P09471 | multiplexed bead flow cytometry; actives lie on both sides | response (percent of control binding), % at 10 µM | actives 0.34% (n = 220,000) | AID 1423; in the data active = response below about 60% or above about 140%; inactive = in between;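 also: Galphao activated as the GDP aluminium fluoride complex binding bead-coupled RGS8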
Bcl-W Bim block: human Bim-Bcl-W interaction inhibition. bead-based flow cytometry, Bim peptide-Bcl-W binding. inhibition, % at 10 µM. Q92843. actives 0.02% (n = 190,000);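 also: 0% = bound tracer without compound and 100% = peptide blocker; higher means less fluorescent Bim peptide bound to Bcl-W beads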
Target sequence (Q92843 whole entry, looked up): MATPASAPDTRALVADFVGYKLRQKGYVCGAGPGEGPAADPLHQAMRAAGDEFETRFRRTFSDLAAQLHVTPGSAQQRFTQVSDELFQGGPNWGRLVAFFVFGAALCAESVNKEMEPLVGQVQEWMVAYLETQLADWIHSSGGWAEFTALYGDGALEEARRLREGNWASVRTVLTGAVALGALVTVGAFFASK
RGS4-Gao reg: human RGS4-Galphao interaction regulation; actives 0.33% (n = 220,000); Multiplexed bead flow cytometry, RGS4-Galphao binding; actives lie on both sides; P09471; binding response (% of control), % at 10 µM; AID 1415; in the data active = binding response below about 49% or above about 150%; inactive = in between;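 also: fluorescent Galphao activated with aluminum fluoride binding bead-coupled RGS4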
ABCG2 inh: inhibitors of human ABCG2 transporter, ABCB1 counter-screen; IgMXP3 cells, JC-1 efflux, flow cytometry; inhibition, % at 6.6 µM; Q9UNQ0; actives 0.1% (n = 190,000);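 active = inhibition above 80%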;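 also: 0% = DMSO and 100% = nicardipine control wells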
Target sequence (Q9UNQ0 whole entry, looked up): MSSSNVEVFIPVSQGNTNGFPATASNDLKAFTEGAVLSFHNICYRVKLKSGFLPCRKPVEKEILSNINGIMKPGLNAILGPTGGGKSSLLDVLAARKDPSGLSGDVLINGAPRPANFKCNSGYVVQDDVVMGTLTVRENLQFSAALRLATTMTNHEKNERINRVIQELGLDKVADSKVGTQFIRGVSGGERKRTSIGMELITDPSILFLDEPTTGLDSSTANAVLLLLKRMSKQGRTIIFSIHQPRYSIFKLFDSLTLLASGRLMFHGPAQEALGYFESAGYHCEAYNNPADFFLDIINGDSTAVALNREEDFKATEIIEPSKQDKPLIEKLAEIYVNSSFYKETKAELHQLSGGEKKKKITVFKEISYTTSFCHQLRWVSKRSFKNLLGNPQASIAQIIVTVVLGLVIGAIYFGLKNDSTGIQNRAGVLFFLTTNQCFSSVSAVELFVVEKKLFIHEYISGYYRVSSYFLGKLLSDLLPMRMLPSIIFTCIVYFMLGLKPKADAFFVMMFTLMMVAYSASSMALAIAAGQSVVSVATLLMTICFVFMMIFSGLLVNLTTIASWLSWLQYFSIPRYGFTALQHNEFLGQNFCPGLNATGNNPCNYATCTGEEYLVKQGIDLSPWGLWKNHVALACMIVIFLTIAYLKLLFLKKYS
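Test system: IgMXP3 (ABCG2) plus far-red-tagged CCRF-Adr (ABCB1) cells. Reagent: JC-1 dye as substrate. Timing: 10 min exposure at 25 °C with rotation, no wash. Measured by: flow cytometric JC-1 green MFI at 530 nm. Read-out: percent efflux inhibition, scaled nicardipine 100% to DMSO 0%. Control set: nicardipine and DMSO wells.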
RGS7-Gao reg: human RGS7-Galphao interaction regulation; P09471; Multiplexed bead flow cytometry, RGS7-Galphao binding; actives lie on both sides; binding response (% of control), % at 10 µM; actives 0.35% (n = 220,000); AID 1439; in the data active = binding response below about 49% or above about 150%; inconclusive = no clear call, values can overlap the other calls; inactive = in between;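 also: fluorescent Galphao held in activated GDP-AlF4 state binding bead-coupled RGS7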
Bim-Bcl-2: inhibitors of Bim-Bcl-2 interaction, human | P10415 | Bead-based flow cytometry, Bim peptide-Bcl-2 binding | inhibition, % at 10 µM | actives 0.06% (n = 190,000) | AID 950; in the data active = inhibition above about 40%; inconclusive = no clear call, values can overlap the other calls;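 also: 0% = no compound wells with probe peptide and 100% = reference peptide inhibitor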
GSH fluor: GSH bead compound fluorescence profile; GSH beads flow cytometry, compound fluorescence 488/530 nm; stronger effect = higher value; fluorescence (KMESF) at 10 µM; actives 0.25% (n = 190,000); in the data active = fluorescence above about 89;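 also: glutathione beads carrying GST-tagged Bcl family fusion proteins plus one bare bead set; values are compound well signal with DMSO vehicle wells as background; inactives centre near 16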
Active calls of the source: *; ? = inconclusive; . = no result given. Rule as the data show it, unless noted: active = inhibition above about 40%. An unsorted share of the library; overall some 1.1% were active at least once.

SMILES	ABCB1 block	Bim-Bfl-1	Bcl-B Bim block	Bim-Bcl-XL	RGS8-Gao reg	Bcl-W Bim block	RGS4-Gao reg	ABCG2 inh	RGS7-Gao reg	Bim-Bcl-2	GSH fluor
COc1ccc(-n2c(Cc3cc(=O)[nH]c(=O)[nH]3)nnc2SCC(=O)N2CCCC2)cc1	0.5	1	0	0	77	-1	80	1	85	-1	22
CCN(CC)S(=O)(=O)c1cc(NC(=O)C(C)N(C)CC(=O)Nc2c(C)cccc2C)ccc1C (configuration not stated)	0.6	-16	-11	-12	96	-9	95	7	94	-11	16
COc1ccc(CCNC(=O)c2ccc(CN3CCC(Cc4ccccc4)CC3)cc2)cc1OC	1.5	-1	-5	-1	103	-2	105	0	103	-3	5
COc1ccccc1NCCC(=O)OCC(=O)NC1CCCCCC1	0.6	4	-1	-3	97	-3	99	3	98	6	9
COc1ccc(N(C(=O)c2ccc(F)cc2)C2=CC3CCC(C2)N3C)cc1 (configuration not stated)	0.1	-6	-2	-2	101	2	103	1	101	-4	8
O=C(OCCN1C(=O)c2cccc3c(N4CCOCC4)ccc(c23)C1=O)c1cc(Cl)cc(Cl)c1	4.2	-10	-10	-3	109	-1	110	-7	105	-9	14
O=C(NNc1cc(Br)c(O)c(Br)c1)c1ccccc1	-1.0	-2	0	0	99	0	99	-1	95	-1	18
CCOc1ccc2nnc(-c3ccc(Br)cc3)n2n1	0.4	1	-1	-2	96	4	97	0	101	0	16
Cc1ccc2c(c1)NC(=O)C(CC(=O)Nc1ccc(CN3CCC(C)CC3)cc1)O2 (configuration not stated)	-0.2	-10	-7	-4	102	-1	104	0	101	-7	28
COc1ccc(-c2cc(C#N)nc(N3CCNCC3)n2)cc1	0.3	12	5	-7	128	-5	136	3	146	6	15

Another view of some results above:
Molecule,ABCB1 block,Bim-Bfl-1,Bcl-B Bim block,Bim-Bcl-XL,RGS8-Gao reg,Bcl-W Bim block,RGS4-Gao reg,ABCG2 inh,RGS7-Gao reg,Bim-Bcl-2,GSH fluor
O=C(OCCN1C(=O)c2cccc3c(N4CCOCC4)ccc(c23)C1=O)c1cc(Cl)cc(Cl)c1,4.2,-10,-10,-3,109,-1,110,-7,105,-9,14
O=C(NNc1cc(Br)c(O)c(Br)c1)c1ccccc1,-1.0,-2,0,0,99,0,99,-1,95,-1,18

Next section
SMILES	ABCB1 block	Bim-Bfl-1	Bcl-B Bim block	Bim-Bcl-XL	RGS8-Gao reg	Bcl-W Bim block	RGS4-Gao reg	ABCG2 inh	RGS7-Gao reg	Bim-Bcl-2	GSH fluor
O=C(N/N=C/c1ccc(OCc2ccc(F)cc2)cc1)c1ccccc1	-0.1	2	3	-1	92	0	101	0	103	-1	17
CCc1ccc(S(=O)(=O)NCCc2csc(-c3ccccc3)n2)s1	0.4	0	-4	0	103	0	100	1	103	1	23
CCOc1ccccc1N1CCN(CC(=O)Nc2nnc(CC)s2)CC1	-0.9	3	2	4	91	15	92	-5	89	3	8
O=C(CSc1nc2ccccc2o1)Nc1ccccc1	0.1	2	-1	0	92	-1	95	1	97	0	12
O=C(Cc1cccs1)Nc1nnc(Cc2ccc(F)cc2)s1	0.4	2	1	1	90	-2	91	2	95	2	16
COc1ccc(NC(=O)CSc2nnnn2C)cc1	-0.2	-9	-2	-3	99	-2	96	4	99	0	9
COc1ccc(NC(=O)CNC(=O)c2c(C)nn(C)c2Cl)cc1	0.3	-3	0	0	100	0	99	4	?	0	10
CC(C)(C)C(=O)/C=C(\N)c1ccccn1	-0.1	-7	-3	-1	104	5	106	0	106	-3	8
Cc1ccc(-c2nnc(SCC(=O)CC(=O)Nc3ccccc3)n2-c2ccccc2)cc1	0.2	-1	-5	0	98	0	97	2	100	0	15
O=C(NCC(=O)N(Cc1cccs1)C(C(=O)NC1CCCCC1)c1ccco1)c1ccco1 (configuration not stated)	1.2	-3	-5	-2	115	-5	111	1	114	0	19
CCc1ccc(CNCCNCC(C)O)cc1 (configuration not stated)	0.7	-7	0	0	102	-1	99	1	98	-1	79
CCOn1c(=O)c(-c2ccc(OC)cc2)[n+]([O-])c2ccccc21	0.5	-11	-6	-8	103	2	100	4	104	-2	5
Cc1ccccc1Nc1ncccc1C(=O)N1CCOCC1	0.3	-10	-7	-6	94	0	91	-1	90	-8	12
Nc1nc(SCCN2C(=O)c3ccccc3C2=O)n[nH]1	0.3	-9	-5	0	99	2	100	1	97	-5	40
Cc1ccnc(NS(=O)(=O)c2cnc(Cl)c(Br)c2)c1	-0.1	-7	-8	-9	100	-8	97	-3	101	-6	13
CC1C2=C(CC(C)(C)CC2=O)NC2=C1C(=O)CC(C)(C)C2	0.5	1	0	0	92	1	101	1	101	0	18
CC(C)CN(C(=O)COC(=O)c1c(Cl)ccc(Cl)c1Cl)C1CCS(=O)(=O)C1 (configuration not stated)	0.7	-2	0	-1	101	1	97	-2	93	0	10
COCCCN1C(=O)c2ccc(C(=O)OCC(=O)N(C)c3ccccc3)cc2C1=O	-0.1	-4	-2	-2	100	-2	99	0	?	-1	15
Cc1cc(NC(=O)c2ccc(NC(=O)C(C)Oc3ccccc3)cc2)no1 (configuration not stated)	0.2	-2	0	-2	100	-1	100	2	101	0	22
COCCNC(=O)Cn1c(=O)n(C)c2ccccc21	0.1	0	2	-9	101	-7	102	0	104	2	18
CCCNC(=O)N1CCN(Cc2ccco2)CC1	-0.6	-1	-2	-1	98	0	89	1	89	-4	18
COC(=O)CC1Oc2ccc(C)cc2NC1=O (configuration not stated)	0.3	-8	-5	-1	98	0	97	2	97	-2	20
CCCCNC(=O)c1ccc(CNc2c(N3CCC(C(=O)OCC)CC3)c(=O)c2=O)cc1	0.9	10	8	2	72	2	91	1	94	2	61
CCN(CC)S(=O)(=O)c1cccc(C(=O)N/N=C/c2ccc(O)c(O)c2O)c1	-0.8	37	43*	54*	51*	38	43*	-4	31*	33	1
COc1ccc2cc(C(c3nnnn3C(C)(C)C)N3CCSCC3)c(=O)[nH]c2c1 (configuration not stated)	0.9	-12	-3	-8	104	0	105	3	101	-7	68
COCCCNC(=O)/C=C/c1ccc(OCc2c(F)cccc2Cl)cc1	-0.3	-5	-2	-3	102	1	103	4	106	1	13
C/C(N)=C(/C#N)C(=O)CSc1nc2ccccc2c(=O)n1CCCOC(C)C	.	8	1	0	96	0	99	21	100	4	9
Nc1c(S(=O)(=O)c2ccccc2)c2nc3ccccc3nc2n1CCN1CCOCC1	2.4	1	-9	-5	106	-2	103	22	103	-4	25
O=C(CCSCc1ccc(Cl)cc1)NCCC1=CCCCC1	-0.7	-11	-8	-3	99	-4	103	-3	104	-5	16
CSc1nc2nc3c(c(=O)n2[nH]1)CCC3	-1.3	-10	-8	-10	104	-2	103	3	102	-4	35

Three of the entries above in order of the Bcl-B Bim block value, lowest first.
mol	Bcl-B Bim block
Cc1ccc(-c2nnc(SCC(=O)CC(=O)Nc3ccccc3)n2-c2ccccc2)cc1	-5
COc1ccc(-n2c(Cc3cc(=O)[nH]c(=O)[nH]3)nnc2SCC(=O)N2CCCC2)cc1	0
CCN(CC)S(=O)(=O)c1cccc(C(=O)N/N=C/c2ccc(O)c(O)c2O)c1	43*

(listing goes on)
SMILES	ABCB1 block	Bim-Bfl-1	Bcl-B Bim block	Bim-Bcl-XL	RGS8-Gao reg	Bcl-W Bim block	RGS4-Gao reg	ABCG2 inh	RGS7-Gao reg	Bim-Bcl-2	GSH fluor
COc1ccc(-n2c3c(cc(C(=O)N4CCCCC4)c2=O)C(=O)CC(C)(C)C3)cc1	0.0	-12	0	0	100	3	99	0	102	0	8
Cc1cccc(N2CC(C(=O)O)CC2=O)c1 (configuration not stated)	1.7	-9	-5	-1	101	0	101	-1	99	-11	13
Cn1c(=O)c2c(ncn2Cc2cc(-c3ccccc3)no2)n(C)c1=O	2.3	-3	-6	-4	98	-4	98	10	98	-3	19
N#C/C=C(/N)N1CCN(c2ccc(Cl)c(Cl)c2)CC1	0.5	-11	-9	-4	101	-1	97	1	95	-10	45
Cn1[nH]c(=O)c2ccccc2c1=O	0.2	-10	-6	-6	100	0	100	0	108	-9	29
Cc1cc(C)nc(NC(=O)c2cc([N+](=O)[O-])cc([N+](=O)[O-])c2)n1	0.5	-13	-9	-7	96	-1	95	5	99	-4	14
O=C(Cn1cnc2cc([N+](=O)[O-])ccc2c1=O)NC1CCS(=O)(=O)C1 (configuration not stated)	-0.1	-5	-2	1	100	1	100	-2	?	-2	11
Cc1ccc(/C=C/C(=O)Nc2nnc(C)s2)o1	0.5	12	-23	-5	104	0	99	8	101	2	2
OC1CCCCC1Sc1nc2ccccc2s1 (configuration not stated)	0.4	0	0	-1	99	-2	97	2	100	-2	10
COc1ccc(C2=NN(C(N)=S)C(c3ccccc3)C2)cc1 (configuration not stated)	3.4	-2	-8	-4	103	-2	98	6	95	-6	11
COc1ccc(/C=C2\SC(=O)N(CCNC(=O)Cc3coc4cc(OC)ccc34)C2=O)cc1	1.6	0	-8	-8	84	-4	89	13	87	-3	8
Cc1ccc(C)c(Sc2ccc(NC(=O)CCl)cc2)c1	0.5	-13	-2	-5	135	0	115	-6	116	-3	8
COc1ccc2nc(N3C(=O)CC(Cc4ccc(Cl)cc4)C3=O)sc2c1 (configuration not stated)	0.0	-3	-3	-1	101	0	106	0	108	-7	20
Cc1ccccc1C(=O)Nc1cccc(-c2cn3ccccc3n2)c1	1.1	-5	-6	-2	104	-1	109	4	114	-1	15
COc1cccc(C2C(C(N)=O)=C(C)Nc3nc(-c4ccccc4Cl)nn32)c1 (configuration not stated)	0.8	5	1	4	88	2	89	2	86	1	25
CCOc1ccccc1-n1c(CN2CCN(C(=O)c3ccco3)CC2)nc2ccccc2c1=O	2.2	-1	1	0	104	-1	100	1	101	2	19
Cc1ccc(S(=O)(=O)Nc2ccc(NC(=O)c3c(F)c(F)c(F)c(F)c3F)cc2)cc1	1.0	-3	-2	1	101	1	100	3	103	-1	19
Cc1c(C(=O)NCC2CCCO2)oc2ccc(S(=O)(=O)N3CC(C)CC(C)C3)cc12 (configuration not stated)	0.7	-13	-10	-5	103	0	105	1	102	-10	26
Cn1c(=O)oc2cc(S(=O)(=O)N3CCCC3)ccc21	0.3	-8	0	-4	100	3	100	1	99	-4	17
CC(CCc1ccccc1)NC(=O)CN1CCN(c2ccc(O)cc2)CC1 (configuration not stated)	0.7	-2	-3	0	102	0	101	1	91	2	11
Cc1ccccc1-c1nc2ccccc2[nH]1	-0.4	-2	-9	-1	97	-2	93	0	101	-2	36
COc1cc(CN(CCc2c(C)[nH]c3ccc(C)cc23)C(=S)NC(C)(C)C)cc(OC)c1OC	4.5	0	-1	0	.	0	.	13	.	0	18
COc1ccc(S(=O)(=O)N(C)C)cc1NC(=O)CSc1nnc(-c2cccnc2)o1	0.0	-7	-6	-3	100	0	83	5	?	-1	16
Cc1cccc(C(=O)Nc2ccccc2SCC2CSc3nc4ccccc4c(=O)n32)c1 (configuration not stated)	1.0	0	-1	2	99	-2	101	3	101	0	19
COc1ccc(Cl)cc1NS(=O)(=O)c1ccc(OC)c(OC)c1	1.7	0	0	-3	96	-2	99	9	101	-2	30
CSc1nc(N)nc(SCCS(=O)(=O)c2ccc(Cl)cc2)c1C#N	0.0	-19	-12	-7	100	-3	101	2	104	-8	30
Cc1ccnc(SCC(=O)Nc2sc3c(c2C#N)CCC(C(C)(C)C)C3)n1 (configuration not stated)	0.8	-4	-3	-13	101	-7	96	4	97	0	60

Screening data as filed in PubChem BioAssay.
